Screening data (PubChem)
HTR1E agonist: activates the human 5-HT1E serotonin receptor. P28566. CHO 5-HT1E Ga15 NFAT-bla reporter, FRET; 0% DMSO wells, 100% control agonist wells. activation, % at 6 µM. 65,000 compounds, 0.69% hits;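 active means activation above a set limit, the screen-wide mean activation plus 3 SD, cut at about 8.5% in these data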;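 further: 100% = positive control agonist at 1 µM giving full maximal response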
Ecoli tolC: blocks growth of E. coli BW25113 tolC mutant | OD615 | growth inhibition, % at 10 µM (by protocol) | 65,000 compounds, 2.2% hits | AID 573;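 active means growth inhibition at or above a cutoff equal to the mean over every tested compound plus 3 SD, cut at about 60% in these data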;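 further: growth measured after 20 h incubation at 37 °C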
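Test system: tolC-deleted E. coli BW25113 | Medium: LB with kanamycin 50 µg/mL | Compound dosing: Single concentration, 10 µM final per compound | Schedule: 37 °C, 20 h exposure | Measured by: OD at 615 nm | Evaluation: Percent growth inhibition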
5-HT1A blocker: antagonists of human 5-HT1a serotonin receptor | 62,000 compounds, 0.68% hits | AID 612 | CHO 5-HT1a Ga15 NFAT-bla reporter, antagonist mode | P08908 | inhibition, % at 10 µM;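 active means inhibition above the mean of all tested compounds plus 3 SD, cut at about 43% in these data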;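 further: receptor stimulated by 5-CT agonist at 100 nM near EC80; beta-lactamase reporter measured by ratiometric fluorescence of a cleavable substrate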
NADH enzymes: inhibitors of enzymes used to reach an NAD/NADH endpoint. 65,000 compounds, 0.02% hits. coupled PK/LDH NADH assays, four targets. IC50, µM (titrated, usually from 10 µM), for inactives: at the highest dose inhibition;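 active means single-dose screening hits from any of four coupled enzyme assays that gave an IC50 when retested across doses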;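 further: the DPM-DC format reads NADH fluorescence rather than 340 nm absorbance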
RORA act: activators of human nuclear receptor RORA. 65,000 compounds, 1.5% hits. P35398. CHO-K1 Gal4-RORA LBD luciferase reporter, luminescence; percent increase over mock-subtracted basal signal. AID 560. activation, % at 10 µM;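 active means activation above the mean of all tested compounds plus 3 SD, cut at about 49% in these data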;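 further: 0% = DMSO-treated RORA cells and 100% = added signal equal to DMSO minus mock-transfected cells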
Target sequence (P35398 whole entry, looked up, the tested form may be a part): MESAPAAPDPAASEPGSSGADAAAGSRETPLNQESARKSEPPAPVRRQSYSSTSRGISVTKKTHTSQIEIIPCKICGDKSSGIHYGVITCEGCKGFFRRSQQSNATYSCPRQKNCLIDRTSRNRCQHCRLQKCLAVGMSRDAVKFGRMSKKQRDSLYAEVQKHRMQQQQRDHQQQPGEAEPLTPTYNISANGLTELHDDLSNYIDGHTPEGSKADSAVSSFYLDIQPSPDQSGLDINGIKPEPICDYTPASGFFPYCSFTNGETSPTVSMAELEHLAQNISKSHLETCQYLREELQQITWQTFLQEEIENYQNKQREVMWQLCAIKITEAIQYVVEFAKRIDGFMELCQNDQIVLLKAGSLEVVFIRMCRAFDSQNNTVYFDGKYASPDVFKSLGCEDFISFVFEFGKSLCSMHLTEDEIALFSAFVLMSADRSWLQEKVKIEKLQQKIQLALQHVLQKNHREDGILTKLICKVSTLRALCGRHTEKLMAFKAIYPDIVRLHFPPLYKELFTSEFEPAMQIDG
MMP-13 inhibitor: blocks human MMP13 activity; P45452; MMP-13 fTHP FRET cleavage, Mca fluorescence; inhibition, % at 4 µM; 65,000 compounds, 0.07% hits; AID 570;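 active means inhibition above the mean of compound-free control plate wells plus 3 SD, cut at about 14% in these data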;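 further: 0% = DMSO wells and 100% = wells with reference MMP-13 inhibitor after basal subtraction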
5HT1a ag: activates the human 5-HT1a serotonin receptor; P08908; CHO 5-HT1a Ga15 NFAT-bla reporter, FRET ratio; 0% basal, 100% maximal reference agonist; activation, % at 10 µM; 65,000 compounds, 0.56% hits; AID 567;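 active means activation above the screen-wide mean activation plus 3 SD, cut at about 19% in these data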;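 further: 0% = DMSO wells and 100% = 5-CT at EC100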
5HT1E antag: blocks the human 5-HT1E serotonin receptor. CHO 5-HT1E Ga15 NFAT-bla reporter, FRET, antagonist. inhibition, % at 6 µM. 65,000 compounds, 0.99% hits. AID 571;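 active means inhibition above a set limit, the mean inhibition across every tested compound plus 3 SD, cut at about 29% in these data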;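 further: signal is the 460 over 535 nm emission ratio of beta-lactamase substrate; 0% = agonist plus DMSO wells and 100% = wells without agonist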
SF-1 act: activates the human nuclear receptor SF-1. 65,000 compounds, 1.9% hits. AID 522. Q13285. CHO-K1 Gal4-SF-1 LBD luciferase reporter; % increase over DMSO SF-1-specific signal. activation, % at 10 µM;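 active means activation above the mean activation of all tested compounds plus 3 SD, cut at about 50% in these data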
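Material: Gal4–SF-1 LBD one-hybrid luciferase reporter in CHO-K1 cells | Amount: 4,000 cells per well | Compound dosing: 10 µM single point, 1% DMSO | Schedule: 20 h compound treatment, 37 °C | Measured by: SteadyLite luciferase luminescence | Evaluation: Percent activation versus DMSO | Control set: DMSO-treated SF-1-transfected cells as negative, DMSO-treated mock-transfected cells lacking SF-1 as background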
Numbers without * were called inactive; . = not tested or not shown; [ ] = remark or other dose.

SMILES	HTR1E agonist	Ecoli tolC	5-HT1A blocker	NADH enzymes	RORA act	MMP-13 inhibitor	5HT1a ag	5HT1E antag	SF-1 act
Cc1ccc2[nH]c(=O)c(CN(Cc3ccc4c(c3)OCO4)Cc3nnnn3C3CCCC3)cc2c1	0.8	62.0*	-10.3	4.0%	0.1	1.8	-0.4	-6.5	11.3
COC(=O)C1=C(N)Oc2cc(C)n(CCCn3ccnc3)c(=O)c2C1c1ccc(Cl)cc1 (centres undefined)	-0.3	12.3	-18.7	2.0%	-17.9	4.7	0.8	-2.4	-9.5
COc1cc(CN2CCC(C(=O)N3CCCC(C)C3)CC2)cc(Br)c1O (centres undefined)	-0.8	15.9	-4.9	2.0%	-8.2	-21.9	-3.0	-0.4	-4.7
CC(C)C(C(=O)OCC(=O)c1ccc2c(c1)NC(=O)CO2)N1C(=O)c2ccccc2C1=O (centres undefined)	0.2	0.7	-15.8	7.0%	-9.7	1.3	7.8	0.7	-5.3
COc1ccc(-c2csc(/C(C#N)=C(\O)CSc3nccn3C)n2)cc1OC	-0.6	1.6	1.7	5.0%	6.1	1.4	-1.3	-6.4	41.8
Cc1cc(O)c(-c2n[nH]c3c2C(c2cccc(O)c2)N(Cc2cccnc2)C3=O)cc1Cl (centres undefined)	0.4	3.8	-14.4	2.0%	-0.6	2.5	-1.2	6.4	2.7
COC(=O)c1sccc1NC(=O)C1CC2CCC1C2 (centres undefined)	-0.5	10.7	-9.3	3.0%	-11.4	5.3	-1.5	4.3	-18.0
CCOC(=O)CC(N)c1ccc2c(c1)OCO2 (centres undefined)	-1.2	-20.4	15.6	0.0%	-10.0	-0.4	-1.2	5.5	7.5
OCCNc1nc(-c2ccccc2)c2ccccc2n1	-0.3	-9.8	.	8.0%[fluoresces]	4.0	-56.3[fluorescence artefact?]	2.9	8.8	8.3
CCOc1ccc(C(CC(=O)O)NC(=O)COc2ccccc2)cc1 (centres undefined)	-1.3	-20.9	-9.8	2.0%	-4.1	-0.8	-1.2	-2.3	-8.9
CCOC(=O)c1ccc(N=C2NC(=O)CS2)cc1	3.0	8.9	5.9	8.0%	-11.6	0.5	-1.4	5.7	18.6
Cn1c(COc2ccc3ccccc3c2)nnc1SCC(=O)O	-0.5	-15.3	6.6	6.0%	-13.4	-1.2	5.0	3.7	-10.4
O=C1CC(c2ccco2)CC2=C1C(c1ccccc1)n1nc(C(F)(F)F)nc1N2 (centres undefined)	-0.3	14.2	-13.3	12.0%	13.6	-3.0	0.6	-17.2	17.2
O=C(OCCN1CCOCC1)c1cccnc1	-0.1	-4.5	-8.9	3.0%	-1.8	-0.9	-3.1	-3.2	0.5
Cn1cccc1Cc1nnc(SCC(=O)NCCc2ccccc2)n1-c1ccc(F)cc1	0.6	11.3	-6.5	4.0%	25.2	-3.5	1.3	-2.7	1.7
Cc1ccc(C2CC(C(F)(F)F)n3ncc(C(=O)NCc4ccco4)c3N2)cc1 (centres undefined)	-0.9	17.8	-1.4	6.0%	9.9	5.4	-4.0	-1.1	-1.6
O=C(CSc1nnc(-c2ccncc2)n1Cc1ccco1)OC1CCCCC1	-0.8	12.6	-2.0	4.0%	-6.0	-1.3	-3.0	3.2	5.4
O=C(O)CNS(=O)(=O)c1ccc(F)cc1	1.1	-1.6	-7.4	3.0%	12.5	-2.3	0.6	-8.1	-9.1
N#C/C(=C\C1CC=CCC1)c1nc2ccccc2[nH]1 (centres undefined)	-0.7	64.1*	19.9	20.0%	0.7	-36.1	-2.1	19.1	43.9
c1ccc(-c2nc(N3CCCCCC3)nc(-n3ccnc3)n2)cc1	-0.4	97.5*	6.6	2.0%	-16.8	-1.1	5.8	-3.6	-29.6
CCOC(=O)N1CCN(C(=O)c2ccc3nc(SCc4ccc(F)cc4)n(C)c3c2)CC1	0.1	11.0	1.7	7.0%	-2.0	2.5	0.6	15.7	-3.0
COc1ccc(-c2nnc3ccc(SCC(N)=O)nn23)cc1OC	0.9	-10.8	-1.2	3.0%	-24.6	-7.3	0.1	6.2	8.4
COc1cc(C(c2sc3nc(C)nn3c2O)N2CC(C)OC(C)C2)cc(OC)c1OC (centres undefined)	0.9	-11.9	-11.2	4.0%	-11.7	6.8	-2.2	18.1	11.3
CCn1c(SCCN2CCCCC2)nnc1-c1ccc(S(=O)(=O)N2CCOCC2)cc1	0.4	-14.8	1.8	3.0%	-10.6	-3.5	-0.4	4.2	-3.4
O=C(Nc1ccc(F)cc1F)c1cccnc1	0.5	-7.0	11.9	4.0%	25.0	2.5	-0.9	5.3	-3.3
CCSc1nnc(Cc2cc(=O)[nH]c(=O)[nH]2)n1-c1ccc(F)cc1	0.6	-7.4	1.5	4.0%	17.6	1.1	-0.1	-8.5	28.9

A draw from above in order of molar mass, low to high:
SMILES	HTR1E agonist	Ecoli tolC	5-HT1A blocker	NADH enzymes	RORA act	MMP-13 inhibitor	5HT1a ag	5HT1E antag	SF-1 act
OCCNc1nc(-c2ccccc2)c2ccccc2n1	-0.3	-9.8	.	8.0%[fluoresces]	4.0	-56.3[fluorescence artefact?]	2.9	8.8	8.3
COC(=O)c1sccc1NC(=O)C1CC2CCC1C2 (centres undefined)	-0.5	10.7	-9.3	3.0%	-11.4	5.3	-1.5	4.3	-18.0
Cn1c(COc2ccc3ccccc3c2)nnc1SCC(=O)O	-0.5	-15.3	6.6	6.0%	-13.4	-1.2	5.0	3.7	-10.4
COc1ccc(-c2nnc3ccc(SCC(N)=O)nn23)cc1OC	0.9	-10.8	-1.2	3.0%	-24.6	-7.3	0.1	6.2	8.4
O=C(CSc1nnc(-c2ccncc2)n1Cc1ccco1)OC1CCCCC1	-0.8	12.6	-2.0	4.0%	-6.0	-1.3	-3.0	3.2	5.4
Cc1ccc(C2CC(C(F)(F)F)n3ncc(C(=O)NCc4ccco4)c3N2)cc1 (centres undefined)	-0.9	17.8	-1.4	6.0%	9.9	5.4	-4.0	-1.1	-1.6
CCOC(=O)N1CCN(C(=O)c2ccc3nc(SCc4ccc(F)cc4)n(C)c3c2)CC1	0.1	11.0	1.7	7.0%	-2.0	2.5	0.6	15.7	-3.0
CCn1c(SCCN2CCCCC2)nnc1-c1ccc(S(=O)(=O)N2CCOCC2)cc1	0.4	-14.8	1.8	3.0%	-10.6	-3.5	-0.4	4.2	-3.4
Cc1ccc2[nH]c(=O)c(CN(Cc3ccc4c(c3)OCO4)Cc3nnnn3C3CCCC3)cc2c1	0.8	62.0*	-10.3	4.0%	0.1	1.8	-0.4	-6.5	11.3

By substructure: the compounds so far containing two or more sulfur atoms
SMILES	HTR1E agonist	Ecoli tolC	5-HT1A blocker	NADH enzymes	RORA act	MMP-13 inhibitor	5HT1a ag	5HT1E antag	SF-1 act
COc1ccc(-c2csc(/C(C#N)=C(\O)CSc3nccn3C)n2)cc1OC	-0.6	1.6	1.7	5.0%	6.1	1.4	-1.3	-6.4	41.8
CCn1c(SCCN2CCCCC2)nnc1-c1ccc(S(=O)(=O)N2CCOCC2)cc1	0.4	-14.8	1.8	3.0%	-10.6	-3.5	-0.4	4.2	-3.4

Random draw from the library; any-hit rate near 7.2%.
